TSHR antagonist: antagonists of human thyroid stimulating hormone receptor; TSHR-expressing cells, TSH-stimulated cAMP HTRF, 2 h; hits give low values; P16473; 330,000 tested, 0.2% active; activity change, negative = inhibition, % at 11.5 µM;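 active = activity change below a set negative limit, meaning inhibition stronger than a set level, cut at about -70% in these data; inconclusive = activity change between two set negative limits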; note: % is set by controls: 0 for no effect and ±100 for the full control effect
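Antagonism was scored as loss of TSH-driven cAMP in TSHR cells, stimulated with 4nM TSH (EC80) for 2 hours at 37 deg C and detected by homogeneous HTRF competition immunoassay.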
TRPV1 agonist: agonists of human vanilloid receptor 1 (TRPV1); Q8NER1; AID 540275; TRPV1-expressing cells, Fluo-8 calcium influx, agonist mode; 320,000 tested, 0.19% active; activation, % at 8.33 µM; in the data active = activation above about 80%; inconclusive = between about 30% and that limit; note: 0% is about no effect
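TRPV1-expressing cells were cultured overnight at 35.5C and loaded with Fluo-8 calcium dye for 40 to 90 min at room temperature. After a 10 s baseline, compound was added and calcium influx was read kinetically for 3 min (ex 480/em 520 nm).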
Eya2 inh: inhibitors of human Eya2 phosphatase activity; recombinant Eya2, OMFP fluorescence dephosphorylation (OMFP is methylfluorescein phosphate); Potency, µM (doses to about 76.9 µM), for inactives: at the highest dose activity, negative = inhibition, hits mostly inhibitors; 330,000 tested, 0.006% active; AID 488837; note: potency is the fitted concentration of half-maximal effect; % is set by controls: 0 for no effect and ±100 for the full control effect
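Eya2 (0.2 uM) preincubated 10 min at ambient with compound, then OMFP substrate added at 50 uM; 10 min reaction in 50 mM HEPES pH 7.5, 50 mM NaCl, 5 uM MgCl2, 0.05% BSA, 1 mM DTT. Fluorescence read at Ex 485/Em 525 nm.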
ELG1 repair inh: inhibitors of ELG1-dependent DNA repair in HEK293T cells; 330,000 tested, 2.3% active; AID 504467; Potency, µM (titrated, usually from 46.1 µM), for inactives: at the top dose activity change, negative = inhibition, most hits filed as inhibitors; HEK293T ELG1-luciferase reporter, luminescence, 16 h; DNA damage induced by 5-fluorouridine; note: potency is the fitted concentration of half-maximal effect; % is set by controls: 0 for no effect and ±100 for the full control effect; nearly all actives have a fitted effect of over 55% in size
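Overnight (16 hr) co-exposure of 2,000 cells/well to 5-fluorouridine and compound at 37 °C preceded detection. Luciferase was quantified via ONE-Glo luminescence; loss of signal denotes inhibition.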
USP2a inh: inhibitors of human ubiquitin-specific protease USP2a. O75604. USP2 core, Ub-CHOP2 coupled fluorogenic reporter, 485/531. Potency, µM (top dose mostly 38.3 µM), without a hit: at the top dose activity change, negative = inhibition, usual class: inhibitors. 330,000 tested, 0.01% active;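 note: potency is the fitted concentration of half-maximal effect; plate controls were DMSO wells for no effect and full inhibition by NEM control for full effect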
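Cell-free coupled assay: 10nM USP2 core preincubated 30min RT with compound in Tris-HCl pH 8.0/CaCl2/CHAPS buffer, then 25nM Ub-CHOP2 and 25nM reporter substrate; fluorescence (Ex 485/Em 531) read after 60min RT, normalized to NEM inhibition, concentration-response curves fitted.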
KCNH2 WT inh: blocks the wildtype human KCNH2 potassium channel | activity change, % at 1.84 µM | 340,000 tested, 0.37% active | Q12809 | U2OS, BacMam KCNH2, thallium flux FluxOr; hits give low values;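 active = maximum activity change below -70%; inconclusive = maximum activity change between -70% and -50%; inactive = maximum activity change above -50%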; note: % is set by controls: 0 for no effect and ±100 for the full control effect
Target sequence (Q12809 whole entry, looked up): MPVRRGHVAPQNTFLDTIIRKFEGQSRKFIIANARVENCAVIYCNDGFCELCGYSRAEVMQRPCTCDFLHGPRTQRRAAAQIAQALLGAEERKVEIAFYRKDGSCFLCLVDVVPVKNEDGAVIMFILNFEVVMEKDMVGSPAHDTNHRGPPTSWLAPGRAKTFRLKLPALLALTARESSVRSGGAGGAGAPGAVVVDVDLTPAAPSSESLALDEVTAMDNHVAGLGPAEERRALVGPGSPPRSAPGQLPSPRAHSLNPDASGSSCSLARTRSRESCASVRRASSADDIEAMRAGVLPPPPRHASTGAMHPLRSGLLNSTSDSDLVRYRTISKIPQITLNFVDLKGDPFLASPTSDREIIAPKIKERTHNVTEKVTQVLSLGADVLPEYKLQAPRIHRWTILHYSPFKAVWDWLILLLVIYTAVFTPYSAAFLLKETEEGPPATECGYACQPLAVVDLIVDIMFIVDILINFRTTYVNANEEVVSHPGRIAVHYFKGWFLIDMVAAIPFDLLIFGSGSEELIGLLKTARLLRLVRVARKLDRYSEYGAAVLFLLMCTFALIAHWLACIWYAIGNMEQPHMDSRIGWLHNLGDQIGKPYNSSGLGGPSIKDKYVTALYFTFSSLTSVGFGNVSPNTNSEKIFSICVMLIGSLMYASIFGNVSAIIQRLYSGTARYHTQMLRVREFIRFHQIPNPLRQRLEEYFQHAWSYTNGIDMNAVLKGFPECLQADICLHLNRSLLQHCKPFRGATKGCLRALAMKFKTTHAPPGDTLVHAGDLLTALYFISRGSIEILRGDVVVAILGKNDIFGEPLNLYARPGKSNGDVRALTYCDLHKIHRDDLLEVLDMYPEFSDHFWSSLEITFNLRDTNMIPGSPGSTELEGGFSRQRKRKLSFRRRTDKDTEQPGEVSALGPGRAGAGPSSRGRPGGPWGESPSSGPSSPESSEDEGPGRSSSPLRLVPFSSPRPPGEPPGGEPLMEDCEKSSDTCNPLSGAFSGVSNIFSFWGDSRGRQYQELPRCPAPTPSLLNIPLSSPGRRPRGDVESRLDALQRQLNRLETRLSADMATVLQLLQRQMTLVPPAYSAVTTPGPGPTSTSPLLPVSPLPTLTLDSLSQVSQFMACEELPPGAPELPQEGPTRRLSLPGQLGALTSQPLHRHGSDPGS
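U2OS cells transduced with wild-type KCNH2 virus are loaded with FluxOr dye for 45 min, and thallium flux is measured in kinetic reads before and after stimulation buffer. Rate constants are normalized to DMSO controls.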
AT treatment: potential ataxia-telangiectasia treatment. […] A-T fibroblasts, KAP-1 phosphorylation AlphaLISA; neocarzinostatin DNA damage 30 min before lysis. Potency, µM (highest dose often 57.5 µM), for the others: top-dose activation, most hits filed as activators. 320,000 tested, 0.19% active. AID 485349; note: potency is the fitted concentration of half-maximal effect; % of control where 0% means no effect; nearly all actives have a fitted effect of over 45% in size
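hTERT-immortalized A-T patient fibroblasts ([…]), 500 cells/well in OPTI-MEM, 1% FBS, got compounds for 60 min, then NCS for 30 min at 37C. Lysates were then assayed for phospho-KAP-1 by AlphaLISA (anti-pKAP1 donor, anti-KAP1 acceptor beads), 6 hr at 25C.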
Mito fusion act: blocks mitochondrial division or promotes mitochondrial fusion; S. cerevisiae fusion-defective mutant growth rescue, CellTiterGlo 48 h; 320,000 tested, 0.23% active; Potency, µM (titrated, usually from 46.1 µM), inactives show top-dose growth rescue (activation), usual class: activators; AID 485298;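 note: potency is the fitted concentration of half-maximal effect; % of control where 0% means no effect; nearly all actives have a fitted effect of over 45% in size; temperature-sensitive fusion mutants such as fzo1-1 at 37 °C on non-fermentable ethanol glycerol medium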
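Compounds are tested for their ability to restore growth of mitochondrial fusion-defective yeast strains at non-permissive 37C in YPEG medium over 48 hours. Viability is quantified by luciferase luminescence.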
TCR activator: activates T cell receptor signaling | primary human leukocytes, anti-CD3, IL-2 HTRF, 48 h | Potency, µM (doses to about 9.22 µM), inactives show at the top dose activation of IL-2 secretion, most hits filed as activators | 330,000 tested, under 10 active | AID 504894; note: % of control where 0% means no effect
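48 hr co-incubation of compounds, a-CD3 beads and primary human leukocytes; IL-2 quantified homogeneously by HTRF with anti-IL-2 K and d2 conjugates.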
KCNH2 3.1 block: KCNH2 3.1 (human) potassium channel inhibition; U2OS KCNH2 3.1, thallium flux FluxOr; hits give low values; activity change, % (tested at about 1.8 µM); 340,000 tested, 0.95% active; AID 720553;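 active = maximum activity change below -70%; inconclusive = maximum activity change from -70% to -50%; inactive = maximum activity change above -50%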;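 note: thallium influx rate constant from kinetic fluorescence after stimulation buffer; % is set by controls: 0 for no effect and ±100 for the full control effect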
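U2OS cells transduced with KCNH2 3.1 mutant virus (1.77 x 10^8 /mL, 4 h), plated overnight at 37 C, loaded 45 min with FluxOr dye plus Red40 quencher. Thallium flux rate constant from kinetic reads after stimulation buffer, normalised to controls.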
* hit, by the source's call; ? = inconclusive; · = no result given; [ ] = another dose, or the depositor's remark. Unless noted, calls come from the whole dose curve; as a rule, active = well fitted curve in the direction sought with a large enough effect; inconclusive = small, poorly fitted or top-dose-only effect, or another doubt; inactive = no such curve, though single readings can be large; an effect the other way counts as inactive or inconclusive.

Abbreviations: A = TSHR antagonist; B = TRPV1 agonist; C = Eya2 inh; D = ELG1 repair inh; E = USP2a inh; F = KCNH2 WT inh; G = AT treatment; H = Mito fusion act; I = TCR activator; J = KCNH2 3.1 block
CSc1ccccc1OCc1cc(C(=O)N(Cc2nccn2C)C(C)C)no1
  A: 13 | B: 1 | C: 4% | D: 15% | E: -2% | F: 6 | G: 6% | H: -3% | I: 3% | J: 3

CCOC(=O)c1sc(NC(=O)c2cc3ccccc3o2)nc1C
  A: -18 | B: ? | C: 6% | D: ? | E: -3% | F: 5 | G: 8% | H: -4% | I: 3% | J: -2

Cc1ccc(-c2noc(CCC(=O)NCCN3CCOCC3)n2)cc1
  A: -8 | B: 0 | C: 15% | D: 0% | E: 3% | F: -14 | G: 1% | H: -6% | I: -1% | J: 26

COc1ccc(C2CC(=O)n3nc(C45CC6CC(CC(C6)C4)C5)nc3S2)cc1OC (centres undefined)
  A: 13 | B: 1 | C: 4% | D: ? | E: 0% | F: -2 | G: 2% | H: -3% | I: -4%[46.1 µM] | J: -1

Cc1ccnc(NS(=O)(=O)c2ccc(NC(=O)c3oc4ccc(F)cc4c3C)cc2)n1
  A: 5 | B: 1 | C: -6% | D: 20% | E: 3% | F: -2 | G: 6% | H: -4% | I: 0% | J: 2

O=C(CCC(=O)OCC(=O)c1ccccc1)Nc1cccc2cccnc12
  A: 0 | B: 0 | C: -2% | D: 1% | E: -1% | F: -6 | G: 2% | H: -1% | I: -3% | J: 2

COc1ccc(N(CC(=O)NC2CCCCC2)C(=O)c2ccc(C)s2)c(OC)c1
  A: -2 | B: 8 | C: -1% | D: -9% | E: 0% | F: 10 | G: 2% | H: -2% | I: -3% | J: -3

Cn1c(CNC(=O)C(Cc2ccccc2)NC(=O)c2cccc(F)c2)cc(=O)n(C)c1=O (centres undefined)
  A: 42 | B: -2 | C: 6% | D: 18% | E: -1% | F: -4 | G: 9% | H: -5% | I: -1% | J: 1

COc1ccc(CC2(CO)CCN(C/C=C/c3ccccc3OC)CC2)cc1
  A: 11 | B: 0 | C: 0% | D: -1% | E: 3% | F: -90* | G: 0% | H: -2% | I: · | J: -109*

Cc1cc(C)nc(NC2=NC3CCCCC3N2)n1 (centres undefined)
  A: 9 | B: -3 | C: -3% | D: ? | E: 1% | F: -15 | G: · | H: 12% | I: -1% | J: 3

O=C(CCCSc1nnnn1-c1ccccc1)c1ccc(F)cc1
  A: -28 | B: ? | C: 1% | D: -1% | E: 1% | F: · | G: 3% | H: -1% | I: · | J: ·

Cc1cc(C)cc(NS(=O)(=O)c2ccc(NC(=S)NC(=O)c3cccs3)cc2)c1
  A: -24 | B: -3 | C: -10% | D: -23% | E: -8% | F: -39 | G: 2% | H: 10% | I: -4%[46.1 µM] | J: -4

CC(=O)c1cccc(OCc2cc(C(=O)NCc3nc(C)c(C)s3)no2)c1
  A: -11 | B: 1 | C: 16% | D: ? | E: 2% | F: -8 | G: 11% | H: -1% | I: 2% | J: 4

COc1ccc(NC(=O)CN(C)C(=O)CNC(=O)Cc2cccc3ccccc23)cc1
  A: 2 | B: 1 | C: -5% | D: -9% | E: -1% | F: -11 | G: 9% | H: -2% | I: -7% | J: 18

CC(=O)c1c(C(C)=O)c(C)n(NC(=O)c2ccncc2)c1C
  A: 28 | B: · | C: 6% | D: 13% | E: 3% | F: 2 | G: 3% | H: -1% | I: 2% | J: 1

Part of the list above, in CSV form:
Molecule,TSHR antagonist,TRPV1 agonist,Eya2 inh,ELG1 repair inh,USP2a inh,KCNH2 WT inh,AT treatment,Mito fusion act,TCR activator,KCNH2 3.1 block
COc1ccc(CC2(CO)CCN(C/C=C/c3ccccc3OC)CC2)cc1,11,0,0%,-1%,3%,-90*,0%,-2%,·,-109*
Cc1cc(C)nc(NC2=NC3CCCCC3N2)n1 (centres undefined),9,-3,-3%,?,1%,-15,·,12%,-1%,3
O=C(CCCSc1nnnn1-c1ccccc1)c1ccc(F)cc1,-28,?,1%,-1%,1%,·,3%,-1%,·,·
Cc1cc(C)cc(NS(=O)(=O)c2ccc(NC(=S)NC(=O)c3cccs3)cc2)c1,-24,-3,-10%,-23%,-8%,-39,2%,10%,-4%[46.1 µM],-4
CC(=O)c1cccc(OCc2cc(C(=O)NCc3nc(C)c(C)s3)no2)c1,-11,1,16%,?,2%,-8,11%,-1%,2%,4
COc1ccc(NC(=O)CN(C)C(=O)CNC(=O)Cc2cccc3ccccc23)cc1,2,1,-5%,-9%,-1%,-11,9%,-2%,-7%,18
CC(=O)c1c(C(C)=O)c(C)n(NC(=O)c2ccncc2)c1C,28,·,6%,13%,3%,2,3%,-1%,2%,1

Later entries.
Abbreviations: A = TSHR antagonist; B = TRPV1 agonist; C = Eya2 inh; D = ELG1 repair inh; E = USP2a inh; F = KCNH2 WT inh; G = AT treatment; H = Mito fusion act; I = TCR activator; J = KCNH2 3.1 block
CCOc1cc(C(=O)NN=C2CCCC2)cc(OCC)c1OCC
  A: 0 | B: -2 | C: 7% | D: 6% | E: 0% | F: -1 | G: 2% | H: 0% | I: 12% | J: -9

Cc1cc(Cl)c(S(=O)(=O)Nc2ccc(S(=O)(=O)N3CCOCC3)cc2)cc1OCC(N)=O
  A: -3 | B: 3 | C: 3% | D: 8% | E: 0% | F: 16 | G: 1% | H: -4% | I: 5% | J: 3

COc1ccc(C2CC3(O)CC(C#N)(C(=O)N3)C2(C#N)C#N)cc1 (centres undefined)
  A: 1 | B: -2 | C: -27% | D: 0% | E: 2% | F: 8 | G: 2% | H: 3% | I: 1% | J: 15

Cc1oc(C)c(C(=O)NCCCC(=O)O)c1C(=O)NCCCC(=O)O
  A: 2 | B: -4 | C: 6% | D: 18% | E: 1% | F: 2 | G: 4% | H: 0% | I: -2% | J: 10

Cc1csc2nc(O)c(C(=O)NC3CCCCC3C)c(=O)n12 (centres undefined)
  A: -5 | B: 5 | C: -10% | D: 18% | E: 2% | F: 0 | G: 6% | H: 8% | I: 3% | J: -7

COc1ccc(C(=O)OCC(=O)c2c[nH]c3ccccc23)c(OC)c1
  A: 14 | B: · | C: -4% | D: ? | E: ? | F: -16 | G: 0% | H: · | I: · | J: 3

COCCNC(=O)Cc1ccc(Br)cc1
  A: 30 | B: -3 | C: -2% | D: 3% | E: 0% | F: -9 | G: 14% | H: -5% | I: -1% | J: 20

O=C(OCCOCCN=C1NS(=O)(=O)c2ccccc21)c1ccccc1
  A: 9 | B: 3 | C: -4% | D: -4% | E: 1% | F: 2 | G: 16% | H: 0% | I: -4% | J: 9

COc1ccccc1OCc1nc(Cc2ccc(Cl)cc2)no1
  A: -15 | B: -3 | C: 3% | D: 9% | E: 4% | F: -7 | G: 13% | H: 5% | I: -2% | J: -1

CCCOc1ccc(CN(C(=O)c2cccc(OC)c2)C2CCS(=O)(=O)C2)cc1 (centres undefined)
  A: 4 | B: 2 | C: 0% | D: 10% | E: 1% | F: 1 | G: 4% | H: 25% | I: -1% | J: 3

COc1ccc(NC(=O)CSc2nc(-c3ccc(C)cc3)cc(C(F)(F)F)c2C#N)cc1
  A: 2 | B: 1 | C: -5% | D: -2% | E: 3% | F: -2 | G: -2% | H: 1% | I: · | J: 11

COc1cc(C(=O)NN(CCC#N)C2=NS(=O)(=O)c3ccccc32)cc(OC)c1OC
  A: -44 | B: -4 | C: 9% | D: -8% | E: 1% | F: -5 | G: 34% | H: -1% | I: -4% | J: 1

COc1ccc(CCNC(=O)COC(=O)Cc2cccc(F)c2)cc1
  A: -3 | B: ? | C: -8% | D: 22% | E: 1% | F: -2 | G: 4% | H: -3% | I: -1% | J: 4

CCOC(=O)c1cc(-c2ccc(/C=C3/C(=O)N(c4ccc(C(=O)O)cc4)N=C3C)o2)ccc1Cl
  A: -6 | B: 3 | C: 3% | D: -27% | E: 0% | F: -1 | G: 0% | H: 15% | I: -4% | J: 27

COc1ccc(-c2nn(C)c(=O)c3ccccc23)cc1NC(=O)COc1ccc(C)cc1
  A: -21 | B: 5 | C: 4% | D: ? | E: 3% | F: 11 | G: 1% | H: -2% | I: 3% | J: -14

Cc1cc(F)ccc1S(=O)(=O)N1CCCOC1CNC(=O)C(=O)NCCN1CCOCC1 (centres undefined)
  A: 3 | B: -1 | C: 12% | D: 0% | E: 2% | F: -18 | G: 6% | H: 1% | I: -16% | J: ·

CC(OC(=O)CNC(=O)c1ccccc1F)C(=O)Nc1nc(-c2ccccc2)cs1 (centres undefined)
  A: 13 | B: -1 | C: -5% | D: ? | E: 0% | F: 9 | G: · | H: 0% | I: 7%[46.1 µM] | J: ·

O=C(CSc1nnnn1-c1ccccc1)NC1CCCc2ccccc21 (centres undefined)
  A: -9 | B: -2 | C: -2% | D: 0% | E: 2% | F: -8 | G: -2% | H: -3% | I: -2%[46.1 µM] | J: 4

O=C(CCNc1ccc(F)c(Cl)c1)c1ccco1
  A: 3 | B: ? | C: 6% | D: -2% | E: 0% | F: 20 | G: -6% | H: -5% | I: 0% | J: -1

High-throughput results deposited in PubChem by National Center for Advancing Translational Sciences (NCATS).

An excerpt; the hit share may differ from the screen's.
